# SR-BI DiI inh – inhibitors of SR-BI mediated HDL lipid uptake, primary screen, ldlA[mSR-BI] cells, fluorescence, single point. Scavenger receptor class B member 1 (Mus musculus), Q61009. ldlA[mSR-BI] CHO cells, DiI-HDL uptake fluorescence, 3 h. inhibition, % at 12.5 µM. 320,000 compounds, 0.96% hits. AID 488896, 2010;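 active means mean replicate inhibition of at least 70% and a set share of replicates each scoring 70 or more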;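 further: 0% = median of neutral control wells and 100% = median of positive control wells; values of inactives mirror those of a sister screen read the other way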
# NSD2 HMT inh – NSD2 histone methyltransferase inhibitors, primary screen, biochemical, AlphaScreen, single concentration, set 2; Histone-lysine N-methyltransferase NSD2 (Homo sapiens), O96028; NSD2 peptide methylation, 120 min; inhibition, % at 12.5 µM; 310,000 compounds, 0.54% hits; in the data active means inhibition above about 50%
# V-ATPase pH – regulators of yeast V-ATPase proton pumping, primary screen, pHLuorin cytosolic pH fluorescence; S. cerevisiae; response, % at 10 µM; 350,000 compounds, 0.37% hits; AID 504577, 2011; in the data active means response mostly above about 7.3%, no sharp cut-off; inactive means mostly below about 5.4%; further: actives read high; inactives centre near 0; some compounds called inactive have numbers as strong as hits; reference of the scale not given here
# HTR5A ag ctr – HTR5A agonists in luminescence cell assay, primary screen, counter-screen for OPRM1-OPRD1 heterodimer agonist project, full-deck HTS; 5-hydroxytryptamine receptor 5A (Homo sapiens), P47898; cell-based; activation, % at 9.3 µM; 340,000 compounds, 0.61% hits; AID 504692, 2011; in the data active means activation mostly above about 9.5%, no sharp cut-off; inactive means mostly below about 7.6%;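 further: 0% = cells with vehicle only and 100% = reference agonist; strong numbers were not always called active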
# HTR5A inv ctr – HTR5A inverse agonists in luminescence cell assay, primary screen, counter-screen for OPRM1-OPRD1 heterodimer inverse agonist project, full-deck HTS. HTR5A cell line, inverse agonism. AID 504634, 2011. 5-hydroxytryptamine receptor 5A (Homo sapiens), P47898. 340,000 compounds, 0.083% hits. inhibition, % at 9.3 µM; in the data active means inhibition mostly above about 23%, no sharp cut-off; inactive means mostly below about 18%;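 further: 0% = cells with DMSO and 100% = no-cell wells with DMSO; some compounds called inactive have numbers as strong as hits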
# CDK5 p35 inh – inhibitors of human CDK5/p35 kinase, primary screen, biochemical, single concentration; Recombinant CDK5/p35, ADP-Glo luminescence, 60 min; Cyclin-dependent kinase 5 (Homo sapiens) + Cyclin-dependent kinase 5 activator 1 (Homo …; AID 488839, 2010; inhibition, % at 10 µM; 330,000 compounds, 0.01% hits;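 active means highest replicate inhibition of at least 50% and at least 75% of replicates reaching 50%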;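 further: plate controls were DMSO neutral control for no effect and GW8510 at 10 µM for full effect; many of its hits are not listed in these tables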
# Target sequence (Q00535 whole entry, looked up): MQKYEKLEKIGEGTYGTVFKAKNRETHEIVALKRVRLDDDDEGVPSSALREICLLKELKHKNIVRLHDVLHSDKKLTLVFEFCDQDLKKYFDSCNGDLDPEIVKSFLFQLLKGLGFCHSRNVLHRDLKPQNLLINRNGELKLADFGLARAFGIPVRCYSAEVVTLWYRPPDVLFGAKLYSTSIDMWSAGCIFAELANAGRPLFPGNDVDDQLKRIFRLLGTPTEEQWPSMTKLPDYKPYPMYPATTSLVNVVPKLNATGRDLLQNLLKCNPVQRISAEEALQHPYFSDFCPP
# Target sequence (Q15078 whole entry, looked up): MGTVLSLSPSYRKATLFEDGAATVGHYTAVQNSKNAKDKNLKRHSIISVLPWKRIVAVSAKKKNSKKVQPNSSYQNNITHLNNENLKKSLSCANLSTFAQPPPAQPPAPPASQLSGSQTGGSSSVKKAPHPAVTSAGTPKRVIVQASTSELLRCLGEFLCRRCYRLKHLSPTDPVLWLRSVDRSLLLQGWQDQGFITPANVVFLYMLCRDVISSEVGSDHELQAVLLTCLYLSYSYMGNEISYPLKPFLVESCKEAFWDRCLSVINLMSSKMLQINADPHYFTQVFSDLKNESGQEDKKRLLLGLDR
# Wnt bcat act – Wnt/beta-catenin pathway activators, primary screen, cell-based, plate reader, single point | Wnt/beta-catenin reporter cell assay, activator | activation, % at 9.35 µM | 300,000 compounds, 1.2% hits | AID 743398, 2014; in the data active means activation above about 30%, passing the limit was not always enough;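 further: 0% = neutral control wells and 100% = positive control wells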
# MITF act – activators of MITF-driven TRPM1 promoter reporter, primary screen, cell-based, SK-MEL-5, luciferase, single point. 300,000 compounds, 0.75% hits. activation, % at 12.5 µM. SK-MEL-5 TRPM1-promoter luciferase, 24 h; % of positive control, neutral wells = 0;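 active means mean activation of at least 80% with every replicate also reaching 80%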;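 further: 0% = neutral control wells and 100% = parthenolide positive control wells; values of inactives mirror those of a sister screen read the other way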
# PvdQ inh – P. aeruginosa PvdQ acylase inhibitors, primary screen, biochemical, fluorescence, plate reader and imaging, single point. PvdQ acylase [Pseudomonas aeruginosa LESB58]. purified PvdQ acylase. inhibition, % at 10 µM. 340,000 compounds, 0.063% hits; in the data active means inhibition above about 30%, passing the limit was not always enough;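 further: 0% = vehicle neutral wells and 100% = reference inhibitor wells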
# dFosB activator – activators of delta FosB homodimer, primary screen, biochemical, fluorescence polarization, TAMRA-CDK5 oligo, single point; Protein FosB (Mus musculus), P13346; purified delta FosB; percent of positive-control signal above neutral wells; activation, % at 25 µM; 340,000 compounds, 0.99% hits;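 active means mean activation above about 17%, with every replicate also reaching it, limit read from the data, passing the limit was not always enough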;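 further: fluorescence polarization rise as delta FosB binds a TAMRA Cdk5 AP-1 oligo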
# Target sequence (P13346 whole entry, looked up): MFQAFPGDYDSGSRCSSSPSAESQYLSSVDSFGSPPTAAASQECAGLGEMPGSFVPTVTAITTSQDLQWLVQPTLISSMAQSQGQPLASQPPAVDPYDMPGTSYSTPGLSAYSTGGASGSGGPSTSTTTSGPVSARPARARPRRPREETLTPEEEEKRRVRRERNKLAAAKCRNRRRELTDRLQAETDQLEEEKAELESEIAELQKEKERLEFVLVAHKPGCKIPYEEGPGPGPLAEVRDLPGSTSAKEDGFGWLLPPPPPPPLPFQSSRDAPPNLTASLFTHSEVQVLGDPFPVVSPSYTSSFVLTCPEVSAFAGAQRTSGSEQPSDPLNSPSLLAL
# Active calls of the source: *; / = no result given. No enrichment for hits (roughly 5% active in at least one column).
SMILES,SR-BI DiI inh,NSD2 HMT inh,V-ATPase pH,HTR5A ag ctr,HTR5A inv ctr,CDK5 p35 inh,Wnt bcat act,MITF act,PvdQ inh,dFosB activator
CCN([C@H](CO)CC(C)C)S(=O)(=O)c1ccccc1,-50.1,/,0.1,0.8,-2.8,0.2,-0.4,2.5,2.2,-2.3
CCOC(=O)CC1COCCN1C(=O)c1cc(COc2ccc(F)c(F)c2)on1 (stereo not given),7.3,-1.7,0.1,-0.3,-45.8,0.6,9.8,40.3,-7.3,-0.3
Cc1ccc(C(=O)/C=C/Nc2ccc3c(c2)OCO3)cc1,-0.5,4.0,-1.6,7.0,-9.9,3.0,/,38.3,-13.6,-5.7
O=C(NC1CCCC1)c1ccc(CS(=O)(=O)c2ccc(Br)cc2)o1,-3.8,/,-0.5,-2.5,6.9,-2.0,-1.9,/,-15.6,-10.6
O=C(C[C@@H]1C/C=C\CC[C@@H](Cc2ccc(F)cc2)C(=O)OC[C@@H]2CCCN2C1=O)N[C@H](CO)Cc1ccccc1,-2.5,/,0.1,-1.1,4.0,0.0,-1.3,2.5,0.9,-12.6
CC(C(=O)Nc1ccccc1-c1ccccc1)N1CCN(Cc2ccccc2)CC1 (stereo not given),-8.7,3.9,-2.9,-1.1,2.8,-0.3,-0.8,3.2,-3.7,-6.1
O=C(NCc1ccc(F)cc1)c1cccc(S(=O)(=O)N2CCOCC2)c1,-35.2,1.7,-2.0,-2.2,5.3,0.7,-0.6,-0.8,-14.4,-1.3
Oc1ccccc1-c1nc(NCCN2CCOCC2)c2ccccc2n1,25.2,5.9,3.9,-4.6,-0.1,/,-1.3,2.4,5.6,-0.3
Cc1cccc(CCNS(=O)(=O)c2ccc3c(c2)NC(=O)C(C)S3)c1 (stereo not given),-27.5,4.8,-1.1,1.6,-6.6,-0.2,0.5,-1.2,2.0,-4.9
CC(C)c1nc2cc(C(=O)N3CCN(c4cnccn4)CC3)ccc2o1,-28.6,3.3,4.6,1.8,14.3,-1.4,8.2,11.8,-12.3,3.7
CCC(C)NC(=O)c1cc(C)no1 (stereo not given),-16.4,1.1,2.0,-1.9,-10.8,-0.5,-0.2,/,10.4,2.3
O=C(CSC(=S)N1CCCC1)c1ccccc1,-12.5,-0.8,3.3,-5.6,14.3,2.8,45.4*,50.5,-2.8,0.5
CCC(C)C(NC(=O)c1ccccc1)C(=O)Nc1ccc(S(=O)(=O)Nc2cc(C)nc(C)n2)cc1 (stereo not given),-9.1,0.2,8.0,1.5,-13.4,-1.0,-3.2,-3.1,7.5,-9.3
Cn1c(=O)c2cn(-c3cccc4ccccc34)cc2n(C)c1=O,48.8,9.9,1.8,2.7,-17.1,-0.2,/,1.0,-3.7,-9.2
COc1cccc(NC(=O)c2cccc(C(=O)Nc3cccc(OC)c3)n2)c1,40.7,-1.6,-1.5,-0.2,0.4,-1.1,2.8,-9.1,-3.3,-8.4
Cc1ccc2c(c1)sc(=NC(=O)C1CC1)n2C,11.8,10.0,7.3,1.4,-4.0,2.8,17.5,11.6,-10.6,-5.9
CCOC(=O)C1(Cc2ccccc2C)CCCN(Cc2ccc(NC(C)=O)cc2)C1 (stereo not given),-10.2,1.3,-1.6,-3.9,10.9,-1.4,-0.8,-11.8,-10.0,-3.4
O=C(N/N=C/c1cccn1-c1ccccc1)c1ccncc1,36.6,-0.7,-2.0,-1.9,5.2,0.4,0.6,-2.1,21.4,-1.4
O=C(NCC1CCCO1)c1cc(S(=O)(=O)N2CCCC2)c(Cl)cc1Cl (stereo not given),16.1,-6.5,-4.2,5.6,8.0,-0.1,-11.9,5.9,-9.2,-9.0
CCC(c1nnnn1Cc1ccc2c(c1)OCO2)N1CCN(c2ccc(OC)cc2)CC1 (stereo not given),28.6,-3.8,-5.5,1.1,-21.4,-0.2,/,-8.1,4.9,-2.8
O=C1/C(=C/c2ccc(O)cc2)CCc2ccc([N+](=O)[O-])cc21,-0.2,0.0,-6.9,3.8,12.1,0.9,3.5,26.8,-7.5,-5.7
CCOC(=O)Cc1csc(NC(=O)C(C)(C)C)n1,-13.2,-1.1,-5.5,2.8,-26.4,-0.6,/,32.4,-10.1,0.1
CCOc1ccccc1NC(=O)NC1Cc2ccccc2C1,24.3,-0.7,-3.0,7.1,-26.2,0.1,/,7.8,9.8,7.8
CC(C)(C)C(=O)CN1C2=NCCCN2c2ccccc21,-41.9,-1.9,-3.6,-2.8,10.5,-1.4,-0.6,/,5.7,-5.3
O=C(CC1S/C(=N/N=C2CCCCCC2)NC1=O)Nc1ccccc1C(F)(F)F (stereo not given),/,/,-5.2,-0.8,2.3,0.8,-3.4,9.9,-15.0,-0.9
Cc1ccc(-n2c(C)nnc2SCC(=O)NC2CCCC2)cc1,-31.5,-2.7,-1.9,-3.2,0.9,-0.2,6.7,-0.4,-14.3,-4.9
N=C1C(c2nc(-c3ccc(Br)cc3)cs2)=C(O)CN1NC(=O)c1ccc([N+](=O)[O-])cc1,-3.5,1.3,-4.2,-1.6,4.0,-1.4,-2.3,2.4,-5.6,-13.2
COc1cc(OC)cc(C(=O)NCC(=O)NCCN2C(=O)S/C(=C\c3ccccc3Cl)C2=O)c1,59.1,2.0,-2.7,11.5,-28.4,-2.1,1.1,-0.8,-6.7,-7.6
CN1CCN(CCC=C2c3ccccc3Sc3ccc(S(=O)(=O)N(C)C)cc32)CC1,-10.1,/,0.7,3.5,-14.0,-0.2,2.3,25.5,-4.2,-1.6
O=C(NNC(=O)C1CC1)c1cccc([N+](=O)[O-])c1,-50.8,-1.7,5.0,0.5,-1.6,1.6,-3.4,4.4,-4.6,0.1
CCC(=O)N(Cc1ccc(C)cc1)Cc1cc2cc3c(cc2[nH]c1=O)OCO3,2.5,1.0,-0.1,3.1,-5.8,-4.0,-1.6,-6.3,-25.9,-19.1
CC1Cc2cccc3c(O)c(C(=O)c4nn[nH]n4)c(=O)n1c23 (stereo not given),-16.6,34.5,-0.3,1.6,-14.3,-0.3,0.2,-7.5,-6.2,2.6
CC(OC(=O)c1ccccc1O)C(=O)Nc1ccc(Cl)cn1 (stereo not given),-11.8,-3.1,0.6,-2.5,-11.4,-1.9,0.5,-9.2,-16.7,-5.4
Cn1nc(-c2ccccc2)cc1NC(=O)Nc1ccc(F)cc1,10.3,-1.5,1.6,-2.9,0.8,-6.5,7.5,/,-22.3,-3.4
COc1ccc2c(c1)-c1c(sn(-c3ccccc3)c1=S)C(C)(C)N2,41.9,4.8,-0.3,-5.4,15.1,-1.8,/,-13.4,-4.4,-3.2
COc1ccc(NC(=O)C(c2ccccn2)N(C(C)=O)c2ccc(C)cc2)cc1 (stereo not given),-15.4,0.6,-0.2,2.2,-11.3,-0.5,13.7,-11.0,-9.5,-2.0
CS(=O)(=O)N1CCc2cc(C(=O)OCC(=O)c3ccccc3)ccc21,-5.8,5.3,-0.6,5.7,-18.9,-1.5,/,8.1,-16.5,2.9
CCC1(CC)NC(=O)N(CC(=O)NCc2ccc3c(c2)OCO3)C1=O,-13.8,1.0,4.4,-0.2,20.7,-3.6,-4.1,3.6,-25.6,0.3
Cc1c(C(=O)NC(=S)Nc2cccnc2)cccc1[N+](=O)[O-],-21.7,-0.8,-0.6,0.2,30.6,0.3,-3.2,-3.8,1.5,-2.5
O=C(/C=C/c1ccc2c(c1)OCCO2)c1ccc(O)cc1,-31.6,4.6,0.2,-1.3,3.8,2.6,-2.1,57.8,-3.0,-4.9
Oc1ccc2ccccc2c1/C=N/c1nccs1,13.2,1.6,-1.6,3.3,-8.6,-0.8,3.7,/,-11.3,1.4
CC(C)(C)NC(=O)COC(=O)C1c2ccccc2Oc2ccccc21,/,-7.9,-6.0,-2.0,5.4,0.6,-2.6,3.7,-17.1,-8.6
CC(=O)Nc1ccc(NC(=O)/C(=C/c2ccco2)NC(=O)c2ccccc2)cc1,14.3,1.9,3.0,2.6,-7.1,0.2,-0.3,3.5,-9.8,5.6
C=CCn1c(Sc2nnc(C)s2)nc2c1c(=O)[nH]c(=O)n2C,-29.1,-4.4,-3.1,1.1,-7.8,-2.2,3.5,/,-9.1,-5.6
COc1ccccc1N1CCN(Cc2c[nH]c3ccccc23)CC1,-14.2,2.9,-2.3,/,/,-3.6,1.3,/,-13.3,-9.4
COc1ccccc1OCCCc1c(C)n[nH]c1C,8.8,-1.1,4.7,-1.4,4.4,-4.8,-1.3,-1.4,-12.5,-1.5
CC1(c2ccc3c(c2)OCCO3)NC(=O)N(CC(=O)Nc2ccccc2)C1=O (stereo not given),-54.9,-0.2,0.9,-0.6,-8.2,-0.9,-1.8,2.0,-6.1,4.0
O=C(Nc1cnccn1)c1cccs1,-18.0,-1.7,1.9,0.8,-10.2,0.1,/,-9.9,7.1,-4.5
CCOC(=O)c1cccc(NS(=O)(=O)c2c(C)[nH]c(=O)[nH]c2=O)c1,13.3,2.1,-2.1,3.1,-2.8,0.3,/,6.5,-14.1,-5.6
CC1(c2ccccc2)CC(c2ccccc2)=C(C#N)C(=O)N1 (stereo not given),9.5,0.6,2.5,0.3,-1.3,1.2,-5.0,-3.4,-13.6,-1.7
Cc1nnc(N2CCC(C(=O)NC3CCC(C)CC3)CC2)c2nn(-c3ccc(Cl)cc3)c(C)c12 (stereo not given),88.1*,/,0.8,-2.5,11.2,-1.7,/,-15.8,-6.8,-0.5
O=C(NCc1ccc(F)cc1)c1cccc(NC2=NC3CS(=O)(=O)CC3S2)c1 (stereo not given),-16.5,/,1.4,-2.4,8.6,-0.1,1.7,/,8.0,1.4
COc1cc(NS(=O)(=O)c2ccc3c(c2)oc(=O)n3C)cc(OC)c1OC,-11.4,/,-3.9,0.4,-1.1,0.0,-3.2,-17.3,-7.1,2.9
O=C(Nc1ccc(OC(F)(F)F)cc1)C1CCCN(S(=O)(=O)c2cnc[nH]2)C1 (stereo not given),-4.1,-2.2,-0.4,7.2,13.5,1.4,/,-4.8,-29.5,-3.7
O=C(O)CCCc1ccccc1,-9.7,/,3.6,6.1,-21.7,-1.4,-10.9,1.9,1.0,0.0
C[C@@H]1COC(=O)[C@H](Cc2ccc(F)cc2)CC/C=C/C[C@@H](CC(=O)N[C@@H](CO)Cc2ccccc2)C(=O)N1,11.1,/,-6.3,-0.2,-9.4,1.4,-3.3,5.1,-2.8,6.4

# High-throughput results: PubChem, several laboratories
